IP6K1 inhibitor – Primary qHTS assay for small molecule inhibitors of Inositol hexaphosphate kinase 1 (IP6K1); 140,000 compounds, 0.81% hits; activity change, % (series mostly up to about 58 µM); IP6K1 kinase, ADP-Glo luminescence, 2 h; active compounds read low; AID 1645851, 2021; in the data active means activity change below about -25%
Target sequence (Q92551 whole entry, looked up): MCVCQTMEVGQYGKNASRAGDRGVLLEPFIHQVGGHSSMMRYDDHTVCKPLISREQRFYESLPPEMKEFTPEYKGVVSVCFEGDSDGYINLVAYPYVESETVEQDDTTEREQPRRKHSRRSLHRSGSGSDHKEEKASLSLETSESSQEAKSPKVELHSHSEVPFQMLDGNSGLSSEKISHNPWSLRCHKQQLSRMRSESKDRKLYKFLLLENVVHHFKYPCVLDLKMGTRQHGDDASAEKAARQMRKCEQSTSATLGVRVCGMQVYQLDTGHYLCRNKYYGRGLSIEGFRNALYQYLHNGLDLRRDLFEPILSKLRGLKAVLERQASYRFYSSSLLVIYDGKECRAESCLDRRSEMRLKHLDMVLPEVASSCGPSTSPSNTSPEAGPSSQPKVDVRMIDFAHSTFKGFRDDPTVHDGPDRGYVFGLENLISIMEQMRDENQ
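ADP-Glo luminescence measures ADP made by human IP6K1 during a 2 h RT reaction with ATP/IP6 (mix at 1.3 mM/130 uM); top library doses 57.5 and 19.1 uM final.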
FLuc inh – Firefly luciferase inhibition profiling of diverse chemical library using quantitative high-throughput screening | purified P. pyralis luciferase, luminescence, biochemical | AID 1347043, 2019 | Potency, µM (doses to about 115 µM), inactives show at the highest dose activity change, negative = inhibition, actives largely listed as inhibitors | 76,000 compounds, 2.5% hits; further: potency means the concentration at half of the fitted maximal effect; nearly all actives have a fitted effect of over 65% in size
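Biochemical qHTS: compound (6-point titration) added to 10uM D-luciferin plus 10uM ATP in Tris acetate pH 7.5 buffer with Mg, Tween-20 and BSA, then purified enzyme at 10nM; light output imaged.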
GPT2 inh – Primary qHTS assay for inhibitors of Glutamate pyruvate transaminase 2 (GPT2) | 100,000 compounds, 0.25% hits | Recombinant GPT2, coupled pyruvate oxidase/HRP Amplex Red fluorescence | Potency, µM (top dose mostly 57.7 µM), inactives show at the top dose activity change, negative = inhibition, most hits filed as inhibitors; further: potency means the concentration at half of the fitted maximal effect; nearly all actives have a fitted effect of over 60% in size; many of its hits are not listed in these tables
Target sequence (Q8TD30 whole entry, looked up): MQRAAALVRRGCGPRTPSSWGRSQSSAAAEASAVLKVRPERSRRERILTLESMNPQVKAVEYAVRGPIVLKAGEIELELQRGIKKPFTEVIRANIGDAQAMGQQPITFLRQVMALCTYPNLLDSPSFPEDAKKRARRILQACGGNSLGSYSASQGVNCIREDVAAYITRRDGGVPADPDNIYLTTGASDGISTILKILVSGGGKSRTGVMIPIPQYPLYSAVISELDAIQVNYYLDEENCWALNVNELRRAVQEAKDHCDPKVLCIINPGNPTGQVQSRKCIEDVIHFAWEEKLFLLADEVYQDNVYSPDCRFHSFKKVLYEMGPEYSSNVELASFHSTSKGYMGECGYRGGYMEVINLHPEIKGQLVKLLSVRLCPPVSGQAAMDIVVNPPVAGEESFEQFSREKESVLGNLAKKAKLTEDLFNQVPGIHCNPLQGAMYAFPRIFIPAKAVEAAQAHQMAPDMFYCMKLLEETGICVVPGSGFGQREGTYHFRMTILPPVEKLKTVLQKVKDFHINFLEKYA
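Fluorescence of coupled pyruvate oxidase/HRP/Amplex Red system (50uM Amplex, 30 min, dark) reports pyruvate formed by GPT2. Enzyme reaction: 10ng/uL GPT2, 2mM L-alanine, 250uM a-KG, 30 min room temperature, pH 7.5; 50uM AOA control.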
SNCA viab count – GF-AFC viability counterscreen for inhibitors of alpha-synuclein gene (SNCA) expression | HEK-293-SNCA-luc viability, GF-AFC fluorescence, 24 h | Potency, µM (top dose mostly 57.1 µM), inactives show top-dose activity change, negative = cytotoxicity, usual class: cytotoxic | 150,000 compounds, 0.12% hits | AID 1671193, 2021;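 further: potency means the concentration at half of the fitted maximal effect; 0% = DMSO-treated cells and -100% = medium-only wells without cells; nearly all actives have a fitted effect of over 30% in size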
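Cytotoxicity counterscreen: after 24 h compound treatment of genome-edited SNCA-luciferase HEK-293 cells, live-cell protease substrate GF-AFC read by fluorescence after 30 min; activity scaled between DMSO (0%) and medium-only (-100%), curves Hill-fitted.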
HEK cytotox – Cytotoxic Profiling in HEK 293 Cell Line of Diverse Libraries Using Quantitative High-Throughput Screening; HEK 293 viability, ATP luminescence (CellTiter-Glo), 48-72 h; Potency, µM (titrated, usually from 115 µM), without a hit: at the top dose activity change, negative = cytotoxicity, hits mostly inhibitors; 94,000 compounds, 6.6% hits; AID 1345083, 2018; further: potency means the concentration at half of the fitted maximal effect; nearly all actives have a fitted effect of over 60% in size
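Luminescence from cellular ATP, measured with CellTiter-Glo, indicates HEK 293 viability. Cells plated at 250 cells/well are treated with compound for 48 or 72 hr at 37 degree Celsius before reagent addition.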
SNCA expr inh – Primary qHTS assay for inhibitors of alpha-synuclein gene (SNCA) expression; Potency, µM (series often up to 57.2 µM), without a hit: at the top dose activity change, negative = inhibition, hits mostly inhibitors; HEK-293 SNCA-luciferase knock-in, luminescence, 24 h; 140,000 compounds, 0.17% hits;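 further: potency means the concentration at half of the fitted maximal effect; plate controls were DMSO cells for no effect and cell-free wells for full effect; nearly all actives have a fitted effect of over 45% in size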
3T3 cytotox – Cytotoxic Profiling in NIH 3T3 Cell Line of Diverse Libraries Using Quantitative High-Throughput Screening; NIH 3T3 viability, CellTiter-Glo ATP luminescence, 48-72 h; Potency, µM (highest dose often 96.7 µM), without a hit: at the highest dose activity change, negative = cytotoxicity, usual class: inhibitors; 94,000 compounds, 4.3% hits; further: potency means the concentration at half of the fitted maximal effect; nearly all actives have a fitted effect of over 55% in size
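Cells were seeded at 400 per well, treated with pin-transferred compound, and kept 48 or 72 hr at 37 °C before CellTiter-Glo addition and luminescence imaging of cellular ATP.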
Numbers without * were called inactive; i = inactive; ? = inconclusive; . = no result given; [ ] = remark or other dose. Unless noted, the call rests on the fitted dose curve; in most records, active means well fitted curve in the direction sought with a large enough effect; inconclusive means small, poorly fitted or top-dose-only effect, or another doubt; inactive means no such curve, though single readings can be large; an effect the other way counts as inactive or inconclusive. Unless noted, on the % scale 0 is the no-effect control and ±100 the full control effect. Some of the compounds tested; the hit share may differ from the screen's.

1: COc1cc2c(cc1OC)CN(C(=O)/C=C/c1c(-c3ccccc3)n(C)c3ncccc13)CC2
2: Cc1noc2c(N3CCN(Cc4ccccc4)CC3)cc(-c3ccsc3)nc12
3: COC(=O)c1ccc2c(=O)n(CCCCCC(=O)NCc3ccc(OC)cc3)c(=O)[nH]c2c1
4: CCOCCCNC(=O)c1cn(CC)c2ccc(S(=O)(=O)N3CCc4ccccc4C3)cc2c1=O
5: CC(C)Oc1ccc(CNC(=O)c2noc(-c3ccc(F)cc3)n2)cc1
6: CN(CC1CCOC1)S(=O)(=O)c1ccc(Br)s1 (centres undefined)

Assay by compound,1,2,3,4,5,6
IP6K1 inhibitor,-18,-2,-6,-10,-14,11
FLuc inh,.,3%[172 µM],.,.,?,4%
GPT2 inh,i,2%[88.5 µM],.,.,i,4%
SNCA viab count,-20%,-24%[87.6 µM],-20%,-6%,9%,0%
HEK cytotox,.,56µM*,.,.,?,13%
SNCA expr inh,.,?,0%,-5%,47%,31%[activator]
3T3 cytotox,.,?,.,.,?,i

7: Cc1nn(-c2ccccc2)c2c1C(C1CC1)N(C1CCN(Cc3ccc(Cl)nc3)CC1)C2=O (centres undefined)
8: CC1CCc2c(sc(NC(=O)c3ccccc3)c2C(=O)Nc2ccccc2)C1 (centres undefined)
9: CCOc1ccccc1CNC(=O)Cn1c(=O)c2cccn2c2ccc(F)cc21
10: COC(=O)CNC(=O)N1CCC2(CC1)N(Cc1ccccc1)C(=O)CS2(=O)=O
11: Cc1noc(C)c1CCC(=O)N1CCCCCCNC(=O)CC1
12: Cc1ccc(C)c(NC(=O)c2ccc(=O)n(Cc3ccc(F)cc3)c2)c1

Assay by compound,7,8,9,10,11,12
IP6K1 inhibitor,-5,-16,-6,-1,-5,-19
FLuc inh,.,.,.,.,-1%,.
GPT2 inh,.,.,.,1%,-5%,.
SNCA viab count,.,0%,11%,?,-5%,3%
HEK cytotox,-1%,.,.,-8%,i,.
SNCA expr inh,.,-8%,-1%,29%,3%,18%
3T3 cytotox,-11%,.,.,-25%,-4%,.

13: Cc1ccc2[nH]c(=O)c(CCC(=O)NCc3ccco3)cc2c1
14: Cc1cccc(NC(=O)CSc2nnc(CNC(=O)c3cccc(C)c3)n2-c2ccccc2)c1
15: CC(C)(C)c1ccc(N2C(=O)[C@@H]3C[C@@H](NC(=O)[C@@H](O)c4ccccc4)CCN3C2=O)cc1
16: Cc1cc(CN2CC(Oc3ccc(F)cc3F)C2)no1
17: CCn1nccc1C(=O)N1CCCC(COc2ccccc2C(=O)NC(C)C)C1 (centres undefined)
18: CCOc1ccc(NS(=O)(=O)c2ccc3[nH]cc(C(=O)N4CCCC4)c(=O)c3c2)cc1

Assay by compound,13,14,15,16,17,18
IP6K1 inhibitor,9,-7,2,-7,-14,-9
FLuc inh,-2%,.,35µM*,.,12%,.
GPT2 inh,i,.,2%,?,i,.
SNCA viab count,2%,-14%,2%,-2%[87.6 µM],-18%,13%
HEK cytotox,7%,.,?,-22%[172 µM],3%,.
SNCA expr inh,1%,-24%,12%,3%[87.6 µM],-4%,-2%
3T3 cytotox,i,.,?,-15%[138 µM],?,.

19: CC1=C[C@@H](CNS(=O)(=O)c2ccccc2)[C@H](C(C)C)C[C@H]1Cc1nnc(-c2ccncc2)o1
20: CC[C@H](C)C(=O)O[C@H]1CCC=C2C=C[C@H](C)[C@H](CC[C@@H]3C[C@@H](O)CC(=O)O3)[C@H]21
21: COc1ccc(C(=O)N2C[C@@H](F)C[C@H]2C(=O)N2CCOCC2)cc1
22: O=C(c1ccccc1F)N1CCC(C(=O)N2CCC(c3nc4ccncc4[nH]3)C2)CC1 (centres undefined)
23: COc1ccc(C(=O)N2CCc3nc(C4CC4)nc(-c4ccc(OC)cc4)c3CC2)cc1
24: CCc1nn(-c2ccc(OC)cc2)c(Oc2ccccc2F)c1CCC(=O)N1CCSCC1

Assay by compound,19,20,21,22,23,24
IP6K1 inhibitor,2,.,4,-6,12,-10
FLuc inh,3%,.,7%,.,.,-6%
GPT2 inh,0%,-18%,-5%,1%,-3%,-21%
SNCA viab count,?,-1%,-3%,0%,?,-10%
HEK cytotox,25µM*,.,24%,1%,?,32µM*
SNCA expr inh,?,-1%,-9%,-16%,-10%,15%
3T3 cytotox,20µM*,.,i,-9%,?,45µM*

25: CNC(=O)c1cc(C2CC2)nc2c1c(C1CCN(C(=O)C3CCCC3)C1)nn2C (centres undefined)
26: CC(=O)c1cccc(NC(=O)c2c(N3CCCC3=O)c3cc(F)ccc3n2C)c1
27: O=C(NC1CCN(c2ccnc3ccnn23)CC1)c1ccc(Cl)nc1
28: CC1OC2OC3C(OCC(O)C3O)OC(=O)C34CCC(C)(C)CC3C3=CCC5C6(C)CC(O)C(OC7OC(CO)C(O)C(O)C7OC7OCC(OC(=O)CC(C)(O)CC(=O)OC1C(OC1OCC(O)C(O)C1O)C2O)C(O)C7O)C(C)(CO)C6CCC5(C)C3(C)CC4O (centres undefined)
29: O=C(NCc1ccccc1Cl)C(=O)NCC(c1ccc2c(c1)OCO2)N1CCOCC1 (centres undefined)
30: COc1ccccc1OCCNC(=O)C1Cn2cccc2C(=O)N1Cc1cccnc1 (centres undefined)

Assay by compound,25,26,27,28,29,30
IP6K1 inhibitor,15,10,4,10,4,-22
FLuc inh,.,.,.,.,.,-13%
GPT2 inh,.,.,i,-6%[27.3 µM],.,-2%
SNCA viab count,.,-15%,-10%,5.2µM*,3%,-5%
HEK cytotox,-22%,.,?,.,.,1%
SNCA expr inh,.,?,15%,.,-11%,-22%
3T3 cytotox,-22%,.,-24%,.,.,?

Single records, as listed above. Values in the order: IP6K1 inhibitor	FLuc inh	GPT2 inh	SNCA viab count	HEK cytotox	SNCA expr inh	3T3 cytotox
Shown for `COc1ccccc1OCCNC(=O)C1Cn2cccc2C(=O)N1Cc1cccnc1` (centres undefined) : -22	-13%	-2%	-5%	1%	-22%	?
Shown for `CNC(=O)c1cc(C2CC2)nc2c1c(C1CCN(C(=O)C3CCCC3)C1)nn2C` (centres undefined) : 15	.	.	.	-22%	.	-22%
Shown for `O=C(NCc1ccccc1Cl)C(=O)NCC(c1ccc2c(c1)OCO2)N1CCOCC1` (centres undefined) : 4	.	.	3%	.	-11%	.
Shown for `CC(=O)c1cccc(NC(=O)c2c(N3CCCC3=O)c3cc(F)ccc3n2C)c1` : 10	.	.	-15%	.	?	.
Shown for `O=C(NC1CCN(c2ccnc3ccnn23)CC1)c1ccc(Cl)nc1` : 4	.	i	-10%	?	15%	-24%

Going on with the list.
31: CN(C)C(=O)N1Cc2ccccc2OC2(CCN(C(=O)Cc3cnc[nH]3)CC2)C1
32: COc1ccccc1C(=O)N1CCCn2nc(C)c(-c3ccccc3-c3ccccc3)c21
33: NC(=O)c1c(NC(=O)c2nc(SCc3ccccc3F)ncc2Cl)sc2c1CCCC2
34: COC(=O)c1ccccc1NC(=O)c1cn2c3c(ccc(Cl)c3c1=O)OC(C)C2 (centres undefined)
35: CCNC(=O)c1cnc2sc(N3CCCCCC3)nn2c1=O
36: COc1ccc(N(CC(=O)NCCc2ccccc2)S(=O)(=O)c2ccccc2)c(OC)c1

Assay by compound,31,32,33,34,35,36
IP6K1 inhibitor,-6,5,-5,-13,22,-7
FLuc inh,.,-3%[172 µM],.,.,.,.
GPT2 inh,3%,i,.,.,.,.
SNCA viab count,3%,1%[87.6 µM],11%,-6%,6%,2%
HEK cytotox,-10%,89µM*,.,.,.,.
SNCA expr inh,141%[activator],-19%[87.6 µM],-13%,-5%,37%[activator],?
3T3 cytotox,-8%,?,.,.,.,.

37: CCOc1ccc(-c2cc(C(=O)NCCc3ccc(Cl)cc3)c3ccccc3n2)cc1
38: COc1cccc(NC(=O)CCC2CCN(C(=O)c3cc4ccccc4cn3)CC2)c1
39: Cn1c([C@H]2CCN(C3CCCCC3)C2)nc2ccccc21
40: Cc1nn(C)c(C)c1CCCN(C)C(=O)C1CCCN(Cc2cccnc2)CCC(=O)NCC1 (centres undefined)
41: Cn1c([C@H]2CCN(S(=O)(=O)c3ccc(F)cc3)C2)nc2ccccc21
42: C=C1C[C@]23C[C@H]1[C@@H](O)C[C@H]2[C@@]12C=C[C@H](O)[C@@](C)(C(=O)O1)[C@H]2[C@@H]3C(=O)O

Assay by compound,37,38,39,40,41,42
IP6K1 inhibitor,6,4,0,-2,-6,5
FLuc inh,.,0%,7.1µM*,-2%,-3%[172 µM],.
GPT2 inh,.,i,-13%[88.5 µM],i,i,i
SNCA viab count,10%,-7%,?,-8%,1%[87.6 µM],-8%
HEK cytotox,.,-27%,?,-6%,-23%[172 µM],.
SNCA expr inh,16%,-18%,-52%[87.6 µM],13%,-1%[87.6 µM],.
3T3 cytotox,.,?,?,-11%,-21%[138 µM],.

43: c1cncc(COc2cc3c(cn2)NCCN(Cc2ccc4[nH]ccc4c2)C3)c1
44: O=C(Cn1c(=O)nc(-c2ccccc2F)c2cc(Cl)ccc21)NCCCc1ccccc1
45: N#Cc1cccc(C2CCN(C(=O)C3CCN(C(=O)C4CC4)CC3)CC2)c1
46: COc1cccc(-c2cccc(C(=O)N3CCN(C(=O)c4ccc(C(F)(F)F)cc4)CC3)c2)c1
47: COC[C@@H]1CN(Cc2cn(C)nc2C)C[C@H]1c1ccncc1
48: CCOc1ccc(C2Cn3nnc(-c4nc(-c5ccc(C(F)(F)F)cc5)no4)c3CO2)cc1 (centres undefined)
49: Cc1ccc2occ(CC(=O)Nc3ccc(S(=O)(=O)N4CCC(C)CC4)cc3)c2c1

Assay by compound,43,44,45,46,47,48,49
IP6K1 inhibitor,-20,-3,6,8,8,-1,-11
FLuc inh,8%[172 µM],.,3%,.,7%,-12%,.
GPT2 inh,i,.,5%,3%,i,i,.
SNCA viab count,-27%[87.6 µM],-18%,?,1%[12.5 µM],2%,15%,-13%
HEK cytotox,?,.,?,?,-4%,?,.
SNCA expr inh,4%[87.6 µM],?,-23%,-17%,16%,-22%,?
3T3 cytotox,?,.,?,?,-17%,-34%,.
